pPAFAH inh – inhibitors of human plasma PAF acetylhydrolase (pPAFAH) | AID 463082 | inhibition, % at 3.39 µM | 330,000 compounds, 1.5% hits | Q13093 | recombinant pPAFAH, FP-rhodamine probe fluorescence polarization;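 active means inhibition above the mean inhibition across the screen plus 3 SD, cut at about 25% in these data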;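 further: inhibitors block binding of the rhodamine activity-based probe so polarization drops; 0% = enzyme with DMSO and 100% = wells lacking pPAFAH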
LYPLA2 inh – blocks human lysophospholipase 2, a PME1 counter-screen | recombinant LYPLA2, FP-Rh probe fluorescence polarization | inhibition, % at 5.9 µM | 320,000 compounds, 0.38% hits | AID 2177;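 active means inhibition above the screen-wide mean plus 3 SD, limit set per campaign, cut at about 26% in these data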;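 further: 0% = LYPLA2 with DMSO and 100% = wells lacking LYPLA2 enzyme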
LYPLA1 counter – blocks human lysophospholipase 1, a PME1 counter-screen; recombinant LYPLA1, FP-Rh probe fluorescence polarization; inhibition, % at 5.9 µM; AID 2174; O75608; 320,000 compounds, 0.16% hits;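 active means inhibition above the mean of all tested compounds plus 3 SD, set per campaign, cut at about 14% in these data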;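 further: inhibitors block serine hydrolase probe labeling of LYPLA1 so polarization falls; 0% = enzyme with DMSO and 100% = wells lacking LYPLA1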
Target sequence (O75608 whole entry, looked up): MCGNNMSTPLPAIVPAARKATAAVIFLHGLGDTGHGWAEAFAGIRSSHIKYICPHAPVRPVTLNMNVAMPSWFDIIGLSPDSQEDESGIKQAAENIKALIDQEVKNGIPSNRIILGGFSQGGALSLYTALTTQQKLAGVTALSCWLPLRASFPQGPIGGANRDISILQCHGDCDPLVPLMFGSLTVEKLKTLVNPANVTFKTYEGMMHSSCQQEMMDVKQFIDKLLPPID
GSTO1 counter – blocks human GSTO1 in RBBP9 counter-screen | P78417 | recombinant GSTO1, activity-based probe fluorescence polarization | inhibition, % at 5.96 µM | 300,000 compounds, 1.1% hits | AID 1974;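 active means inhibition above the campaign mean inhibition plus 3 SD, cut at about 35% in these data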;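 further: 0% = GSTO1-1 with DMSO and 100% = wells lacking GSTO1-1 enzyme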
PAFAH2 inh – PAFAH2 (human) inhibition; Q99487; recombinant PAFAH2, FP-rhodamine activity probe, fluorescence polarization; inhibition, % at 3.39 µM; 340,000 compounds, 0.99% hits; AID 492956;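 active means inhibition above the mean over all tested compounds plus 3 SD, cut at about 30% in these data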;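 further: inhibitors block probe labeling of enzyme so polarization drops; 0% = enzyme with DMSO and 100% = wells lacking PAFAH2 protein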
PAFAH1B3 FP inh – PAFAH1B3 (human) inhibition; recombinant PAFAH1B3, FP-rhodamine probe, fluorescence polarization; AID 492972; 340,000 compounds, 0.28% hits; inhibition, % at 3.39 µM; Q15102;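 active means inhibition above the screen-wide average of all tested compounds plus 3 SD, cut at about 25% in these data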;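 further: 0% = enzyme with DMSO only and 100% = wells lacking PAFAH1B3 protein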
PAD4 FP inh – PAD4 (human) enzyme inhibition; Q9UM07; recombinant PAD4, RCA probe fluorescence polarization; inhibition, % at 6.36 µM; 330,000 compounds, 0.41% hits; AID 485272;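 active means percent inhibition above a cutoff equal to the mean of all tested compounds plus 3 SD, cut at about 15% in these data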;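 further: 0% = PAD4 with RCA probe and DMSO and 100% = probe without PAD4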
Target sequence (Q9UM07 whole entry, looked up): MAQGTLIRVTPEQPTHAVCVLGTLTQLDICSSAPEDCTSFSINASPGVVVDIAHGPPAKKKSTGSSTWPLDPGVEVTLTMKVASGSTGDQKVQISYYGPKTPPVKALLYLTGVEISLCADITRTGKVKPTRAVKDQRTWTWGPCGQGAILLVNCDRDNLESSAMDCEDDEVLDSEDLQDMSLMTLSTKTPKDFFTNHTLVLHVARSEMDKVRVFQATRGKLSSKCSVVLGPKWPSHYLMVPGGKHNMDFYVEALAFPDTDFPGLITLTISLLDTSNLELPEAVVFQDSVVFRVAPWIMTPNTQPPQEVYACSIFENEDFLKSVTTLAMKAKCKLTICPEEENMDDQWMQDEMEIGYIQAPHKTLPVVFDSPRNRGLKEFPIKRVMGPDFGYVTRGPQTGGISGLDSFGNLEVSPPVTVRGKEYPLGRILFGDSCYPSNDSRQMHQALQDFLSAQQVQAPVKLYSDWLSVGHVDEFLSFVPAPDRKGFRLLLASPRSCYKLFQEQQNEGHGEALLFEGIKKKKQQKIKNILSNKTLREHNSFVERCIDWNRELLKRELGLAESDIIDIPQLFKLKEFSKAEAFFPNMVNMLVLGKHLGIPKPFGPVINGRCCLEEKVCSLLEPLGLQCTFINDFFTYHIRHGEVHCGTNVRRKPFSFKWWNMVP
PAFAH1B2 FP inh – inhibitors of human PAFAH1B2; recombinant PAFAH1B2, FP-rhodamine activity probe, fluorescence polarization; 340,000 compounds, 1.2% hits; P68402; inhibition, % at 3.39 µM;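 active means inhibition above the mean of all tested compounds plus 3 SD, cut at about 24% in these data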;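 further: 0% = enzyme with DMSO and 100% = wells lacking PAFAH1B2; many of its hits are not listed in these tables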
PREPL inhibitor – inhibits the human prolyl oligopeptidase-like enzyme. inhibition, % at 5.96 µM. 320,000 compounds, 0.68% hits. Q4J6C6. recombinant PREPL, fluorescence polarization activity-based probe; in the data active means inhibition above about 43%;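 further: 0% = enzyme with DMSO and 100% = wells lacking enzyme; many of its hits are not listed in these tables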
An asterisk follows results filed as active; . = not tested or not shown. Not all compounds are listed; count on the stated rates, not on these rows.

SMILES	pPAFAH inh	LYPLA2 inh	LYPLA1 counter	GSTO1 counter	PAFAH2 inh	PAFAH1B3 FP inh	PAD4 FP inh	PAFAH1B2 FP inh	PREPL inhibitor
CCOc1ccc(C2CC(=O)NC(SC)=C2C#N)cc1 (stereo unspecified)	8.1	-3.0	0.5	-2.3	1.0	8.2	2.1	0.4	-1.9
C=CCNC(=O)COc1ccc(N(C)S(=O)(=O)c2ccc(NC(C)=O)cc2)cc1	0.2	4.8	-0.8	4.3	0.1	8.4	0.8	2.3	1.4
CCn1ccnc1CN1CCC(n2nccc2NC(=O)CCc2ccccc2)CC1	-0.9	4.3	-2.6	3.0	1.6	5.5	-1.0	-1.0	12.6
CS(=O)(=O)N1CCN(c2ccc(NC(=S)NC(=O)c3ccc4c(c3)OCO4)cc2)CC1	0.6	1.4	1.3	3.3	-4.7	-1.2	3.0	5.2	12.9
Cc1c(N2C(=O)CSC2c2ccco2)c(=O)n(-c2ccccc2)n1C (stereo unspecified)	-1.1	6.6	1.6	-2.2	-1.2	2.5	-1.2	2.8	0.7
Cc1cc(NC(=O)CCC(=O)N(c2ccccc2)C(C(=O)NC2CCCC2)c2ccncc2)no1 (stereo unspecified)	6.2	7.5	-0.9	-4.2	2.1	7.1	0.5	-1.4	-1.8
CCN(C(=O)CSc1nc2ccccc2c(=O)n1CCOC)C1CCS(=O)(=O)C1 (stereo unspecified)	-1.4	-3.2	-2.3	-8.4	3.1	-3.4	-5.5	1.1	1.9
COC(=O)CCCC1=CC2=C(c3ccccc3)C(=O)C(C)(OC(=O)C3CCCC3)C(=O)C2=CN1C1CCCCC1 (stereo unspecified)	-0.6	-4.5	-2.1	38.4*	5.0	4.5	-5.3	3.4	13.9
CCOCC(=O)Nc1cc(C(=O)Nc2ccc(F)cc2)ccc1Cl	2.1	-4.7	-0.2	3.5	.	.	-1.2	.	-3.5
C=C(C)COc1ccc(-c2ncncc2-c2ccc(Cl)cc2)c(O)c1	2.5	5.6	-2.5	12.7	2.3	-6.5	-11.6	6.0	-11.6
COc1ccc(OC)c(NC(=O)C2CCN(S(=O)(=O)c3c(C)noc3C)CC2)c1	7.9	-0.6	0.1	0.2	0.5	10.7	0.9	-4.1	1.1
O=C(N/N=C/c1c(Cl)cccc1Cl)c1ccc(-n2cnnn2)cc1	3.0	6.9	-0.8	.	-2.6	-2.6	1.3	3.0	-3.5
Cc1cccn2c(=O)c3cc(C(=O)N4c5ccccc5CC4C)n(C)c3nc12 (stereo unspecified)	-4.2	-4.5	1.2	4.6	-7.9	-0.7	-1.3	3.6	-3.5
O=C1CC(Sc2ncccn2)C(=O)N1c1ccccc1C(F)(F)F (stereo unspecified)	0.9	0.2	0.9	12.7	-1.0	5.7	1.6	1.0	-0.8
COc1cc2nc(CC(C)C)n(NC(=O)c3ccccc3Br)c(=O)c2cc1OC	4.2	5.6	-3.1	-3.5	6.3	0.8	-4.3	1.7	6.6
Cc1c(OCc2ccc(C(=O)O)cc2)ccc2c(-c3ccccc3)cc(=O)oc12	1.2	0.3	-1.1	-5.4	-4.7	6.8	-1.4	4.3	-2.6
Cc1ccc(C)c(OCCC(=O)OCC(=O)NC2CCS(=O)(=O)C2)c1 (stereo unspecified)	6.5	0.8	0.0	3.5	-6.8	1.7	-0.1	0.3	-4.3
N#CCc1ccc(Oc2ncccn2)cc1	-1.5	0.2	5.8	-1.8	0.1	5.3	-3.6	-1.3	5.2
O=C(CSCCO)Nc1cccc2ccccc12	4.5	0.6	0.0	-2.6	2.7	0.7	-1.5	3.9	6.1
Nc1nnnn1/N=C/c1cc(Cl)cc(Cl)c1OCc1ccc(Cl)cc1Cl	1.2	1.9	0.0	0.4	2.6	5.5	-0.8	-1.6	-7.6
O=Cc1sc([O-])nc1-[n+]1ccc2ccccc2c1	7.7	0.7	0.2	-0.1	.	.	2.7	.	1.1
O=C(NCCCCNC(=O)c1ccc(Br)s1)c1ccc(Br)s1	5.0	10.7	-3.1	-2.1	0.9	1.3	-3.7	6.6	-15.5
CCNC(=S)NNC(=O)c1csc2ccccc12	-0.8	-0.3	-2.7	10.3	-10.8	2.2	-0.3	2.5	3.5
CCN1CCCC1CN(Cc1cc2ccc(C)cc2[nH]c1=O)C(=S)Nc1ccccc1OC (stereo unspecified)	0.7	-5.5	-3.6	0.7	-1.0	-0.1	1.0	-0.7	9.0
CCOc1ccc(C(=O)Nc2ccc(S(=O)(=O)NCC3CCCO3)cc2)cc1OCC (stereo unspecified)	0.0	3.8	2.3	-3.0	1.8	0.7	-4.6	3.6	2.9
O=c1oc2c3c4c(cc2s1)CCCN4CCC3	18.1	2.1	4.3	50.6*	22.0	13.7	3.2	9.2	16.6
COc1ccc(-c2sc3ccc(OC)cc3c2-c2ccc(OC)nc2)cc1	5.4	.	.	.	1.8	-5.3	4.6	-5.9	17.0
COc1cc(CCNc2ccc3nnc(-c4ccccc4)n3n2)cc(OC)c1OC	-2.0	-2.8	-3.3	4.8	12.8	0.2	-0.8	8.5	2.9
CC(C)c1ccc(/C=N/NC(=O)CC(=O)NC2CCCCC2)cc1	9.1	-9.4	-1.0	-3.5	0.5	-1.3	-4.4	1.1	-15.5
c1ccc(Cn2ccc(-c3cnc(-c4ccccc4)s3)n2)cc1	1.1	-11.2	-7.4	-1.8	-7.8	-8.4	-0.2	-2.9	-29.6
CCCCN1C2=NCCCN2c2cc(C)c(C)cc21	1.3	5.3	2.7	5.2	-2.5	5.1	3.0	7.9	7.7
Cn1nc(CC(=O)N2CCN(c3ccccc3)CC2)c2ccccc2c1=O	4.5	4.7	2.0	-2.1	4.0	-2.8	2.2	1.2	18.9
O=C(CCCc1ccccc1)Nc1cccc([N+](=O)[O-])c1	2.3	0.2	-3.4	-3.3	2.5	-3.9	-6.8	6.0	6.0
O=C(Oc1cccnc1)c1cc(S(=O)(=O)N2CCCCC2)ccc1Cl	2.6	5.1	-2.6	2.6	-2.8	6.6	-5.7	17.7	20.0
COc1ccc(OC)c(CNC(=O)CCCc2cn(C)c3ccccc23)c1	2.5	3.0	2.2	2.5	-2.6	11.2	0.5	5.1	1.0
Cc1ccc(/C=c2/sc3nnc(-c4ccccc4Cl)n3c2=O)o1	13.6	-5.5	-5.5	-0.7	8.5	2.0	-1.4	-0.5	-1.3

Ordered by value in PAFAH1B2 FP inh (low to high): some entries from above.
SMILES	PAFAH1B2 FP inh
c1ccc(Cn2ccc(-c3cnc(-c4ccccc4)s3)n2)cc1	-2.9
CC(C)c1ccc(/C=N/NC(=O)CC(=O)NC2CCCCC2)cc1	1.1
O=c1oc2c3c4c(cc2s1)CCCN4CCC3	9.2

Next records.
SMILES	pPAFAH inh	LYPLA2 inh	LYPLA1 counter	GSTO1 counter	PAFAH2 inh	PAFAH1B3 FP inh	PAD4 FP inh	PAFAH1B2 FP inh	PREPL inhibitor
COc1ccc(-c2cc(C(=O)Nc3ccccc3O)c3ccccc3n2)cc1OC	-5.4	-26.0	-13.5	-0.4	-2.1	-10.5	7.4	5.0	5.7
O=C(Nc1ccc(F)cc1)C1CCN(c2ncnc3c2nc2n3CCCCC2)CC1	-10.3	-1.8	-3.0	-2.5	5.2	3.3	-2.3	-4.3	12.4
CNC(=S)n1cnc(N)n1	-0.3	-1.3	-6.3	-2.1	1.2	8.7	-2.9	5.3	-2.1
Cc1noc(C)c1COc1ccc(C(=O)N2CCC(C(N)=O)CC2)cc1	-5.7	.	.	.	0.0	8.1	-1.7	1.0	17.6
O=C(Nc1ccc2c(c1)OCCO2)NC1(C(F)(F)F)Oc2ccccc2O1	2.2	-1.5	1.0	24.9	10.3	9.6	2.7	5.1	7.0
O=[N+]([O-])c1ccccc1/C=C/C=N/n1c(-c2ccc(Cl)cc2)n[nH]c1=S	26.9*	-3.1	-3.0	16.2	3.9	3.1	-1.4	-0.3	6.7
O=C(COc1ccc(C(=O)Nc2ccc(Cl)cc2)cc1)NCc1ccccc1	1.8	0.5	-6.4	1.3	-7.3	3.9	-1.8	-3.3	7.7
O=C(O)CSCC(=O)NCc1c(Cl)cccc1Oc1ccccc1	1.3	-4.2	1.7	9.2	-4.2	1.1	0.0	-0.3	5.4
CCN(CC)CCNc1nc(-c2ccc(OC(F)F)cc2)c(C)s1	5.1	6.7	-4.8	6.8	3.1	7.3	-4.7	-3.1	14.9
COc1ccc(NC(=O)CN(C)C(=O)c2cc(C3CC3)nn2-c2ccccc2)cc1	3.6	-0.7	-1.9	.	-0.6	-4.5	1.4	4.7	7.2
Cc1c(NS(=O)(=O)c2cccc(C(=O)N3CCC(C(N)=O)CC3)c2)c(=O)n(-c2ccccc2)n1C	0.2	.	.	.	-2.4	7.6	7.6	0.2	8.1
O=C(NCCC1=CCCCC1)C1CCN(S(=O)(=O)N2CCOCC2)CC1	3.5	0.9	-3.1	-6.0	2.9	7.1	1.6	10.3	1.8
O=[N+]([O-])c1cccc(/C=N/Nc2nc(N3CCOCC3)nc(N3CCOCC3)n2)c1	-0.9	1.6	-2.1	3.5	0.3	5.3	-3.2	1.7	-7.6
COC(=O)[C@H](CCSC)NC(=O)Nc1ccc(C(C)C)cc1	0.8	2.9	-2.7	0.9	0.0	-7.7	-1.1	1.7	-6.1
Cc1c(NC(=O)/C=C/c2cn(-c3ccccc3)nc2-c2ccc(F)cc2)c(=O)n(-c2ccccc2)n1C	4.4	31.2*	-7.7	-3.5	-10.9	-8.1	-1.3	2.0	-4.9
CCOC(=O)c1c(C)[nH]c(N=Nc2ccc(C)cc2C)c1C	5.4	-6.4	-3.2	0.6	-8.4	4.1	0.0	-1.7	4.2
COc1ccc(NC(=O)CSc2nnc(-c3ccccc3C)n2N)cc1OC	0.3	-3.2	-1.6	11.2	-2.9	3.7	0.3	2.4	-1.7
O=C(NCc1cccnc1)Nc1cccc(Cl)c1Cl	0.9	-4.0	-0.5	-4.0	0.3	9.8	-3.9	-2.2	1.8
COc1cc(C#Cc2c(-c3cncn3C)n(C)c3ccc(-c4cnc(OC)nc4)cc23)cc(OC)c1	15.2	-8.2	3.8	.	4.0	9.1	-7.3	3.8	38.8
COc1ccc(OCc2nnc(SCC(=O)N3CCCCC3)o2)cc1	0.4	6.3	2.0	7.1	8.4	8.3	5.2	11.6	15.7
O=C(NCCCN1CCOCC1)/C(=C/c1ccco1)NC(=O)c1ccccc1	-0.2	-0.6	0.8	3.1	-8.1	4.3	-1.2	3.7	-2.3
O=C(NC1CCCCCCC1)C1CCN(c2nc3ccccc3o2)CC1	1.5	3.1	-0.4	-2.7	-3.7	7.1	-2.5	0.6	-4.2
COc1ccccc1Nc1nc(NCCO)nc(N2CCCC2)n1	-1.0	0.8	-2.8	2.4	3.5	2.7	1.0	0.6	-2.4
CN(C)CCCNCCCNC(=O)/C=N/O	3.0	0.8	0.9	9.7	0.3	-1.7	0.8	6.3	10.2
O=C(NC(c1ccccc1)c1ccccc1)N1CCOCC1	-2.0	-1.4	-2.7	12.7	2.2	-3.7	-1.4	5.1	-2.9
Nc1ccc(S(=O)(=O)N2CCCC2)cc1	7.0	0.7	3.5	3.4	3.0	5.2	-2.0	5.8	-6.8
CCCc1cc(C(=O)NNC(=S)NCC2CCCO2)cs1 (stereo unspecified)	4.4	2.5	2.3	3.9	3.7	1.8	-0.1	1.4	3.5
